# Bioassay records deposited in PubChem BioAssay by several laboratories.
# MrgX1 agonist: human MrgX1 receptor agonism, primary screen; Q96LB2; MrgX1-HEK293 cells, Fluo-4 calcium fluorescence, agonist mode; stronger effect = higher value; B-score at 10 µM; 310,000 compounds, 0.44% hits; AID 588627;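 active = calcium response B-score plate-corrected fluorescence ratio at least 3 library SD, with starting fluorescence B-score inside 5 SD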
# Target sequence (Q96LB2 whole entry, looked up): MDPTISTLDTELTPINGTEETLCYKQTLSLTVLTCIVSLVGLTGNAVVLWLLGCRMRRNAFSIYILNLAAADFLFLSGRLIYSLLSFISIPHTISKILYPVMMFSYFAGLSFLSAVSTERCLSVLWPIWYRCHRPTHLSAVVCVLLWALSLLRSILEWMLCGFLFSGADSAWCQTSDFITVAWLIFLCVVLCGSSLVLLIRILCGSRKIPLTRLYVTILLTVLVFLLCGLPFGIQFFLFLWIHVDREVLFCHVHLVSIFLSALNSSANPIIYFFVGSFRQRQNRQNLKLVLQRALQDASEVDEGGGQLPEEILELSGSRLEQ
#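 Material – MrgX1-expressing HEK293 cells · Input – 15,000 cells seeded per well · Dosing – compound as first of three additions · Times – overnight seeding, then 1 h dark dye loading · Measured by – kinetic Fluo-4 NW fluorescence of intracellular calcium · Read-out – B-scored fluorescence response ratio · Benchmarks – positive and negative control wells on each plate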
# Platelet DG rel: modulates dense granule release in human platelets | human platelet-rich plasma, SFLLRN dense granule ATP release, luminescence | inhibition, %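 (compounds screened at 7.5 µM in platelet-rich plasma)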 | 300,000 compounds, 0.22% hits | AID 1663;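 active = mean replicate score, as percent of positive control, at or above 50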
# TRPC6 inhibitor: mouse TRPC6 channel inhibition | 310,000 compounds, 1.1% hits | Q61143 | HEK293-TRPC6, membrane potential dye, ACh-evoked depolarization; stronger effect = lower value | B-score at 10 µM;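 active = B-score under library mean minus 3 SD, initial fluorescence not abnormally high, positive integrated signal ratio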;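 note: B-score derived from integrated fluorescence ratio over the kinetic read; more negative B-score means stronger inhibition of depolarization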
# RGS4 pot: potentiators or activators of RGS4 | HEK293 M3R/inducible RGS4, carbachol calcium flux Fluo4; stronger effect = lower value | B-score at 10 µM | 310,000 compounds, 0.92% hits | AID 463111;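 active = B-score of the integrated calcium signal more than 4 SD below the library mean, with starting fluorescence not abnormally high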;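 note: negative B-score means reduced calcium response which marks RGS4 activation or potentiation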
#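 test system = HEK293 cells with stable M3R and inducible RGS4 | schedule = recording 10 s baseline at 1 Hz, 100 s post-agonist | technique = Fluo4-AM (2 µM) calcium-flux fluorescence, kinetic read | measure = Agonist-evoked peak-minus-minimum fluorescence over baseline, integrated ratio, B score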
# MrgX1 antagonist: human MrgX1 receptor antagonism, primary screen; B-score at 10 µM; Q96LB2; MRGX1-HEK293 calcium flux, Fluo-4, BAM8-22 antagonism; stronger effect = lower value; 310,000 compounds, 1.3% hits;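 active = calcium-response B-score plate-corrected more than 3 library SD below zero, starting fluorescence within 5 deviations, no agonist response on first addition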;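 note: peak minus trough fluorescence over baseline after final BAM8-22 challenge near maximal dose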
# MrgX1 PAM: human MrgX1 positive allosteric modulation, primary screen | Q96LB2 | MrgX1-HEK293, Fluo-4 calcium flux, FDSS; stronger effect = higher value | B-score at 10 µM | 310,000 compounds, 0.63% hits | AID 588675;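 active = plate-corrected calcium response at least 3 library SD above typical, normal starting fluorescence, not activating the receptor alone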;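 note: compound read alongside a low EC10 to EC30 dose of BAM8-22 agonist; peak minus trough fluorescence over baseline measured at the second addition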
# TRPC6 act: activators of mouse TRPC6 channel | AID 2550 | HEK293-TRPC6 membrane potential dye fluorescence; stronger effect = higher value | B-score at 10 µM | 310,000 compounds, 0.13% hits | Q61143;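 active = B-score of the integrated fluorescence ratio above library mean plus 3 SD, and starting fluorescence ratio within library mean plus 5 SD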;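 note: higher score means more depolarization so channel activation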
# TRPC4 inh: inhibitors of mouse TRPC4 channel; HEK293 TRPC4beta/mu-opioid, DAMGO-evoked Fluo4 calcium flux; stronger effect = lower value; B-score at 10 µM; 300,000 compounds, 0.39% hits; AID 2247;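 active = B-score over 3 SD under the library average, no early fluorescence shift, positive overall ratio signal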
#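 Assay system: Stable TRPC4beta/mu-opioid receptor HEK293 cells | Reagent: DAMGO in two steps, submaximal then maximal | Compound dosing: Single concentration per test compound | Signal: Fluo4 Ca2+ flux fluorescence | Evaluation: Per-well B score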
# HIF act: HIF pathway transcriptional activation. U2OS HRE-luciferase reporter, luminescence; normalized: DMSO 0%, desferrioxamine 100%. activation, % at 7.5 µM (by protocol). 300,000 compounds, 0.32% hits;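 active = mean activation of at least 10% of the iron chelator positive control signal, with at least half of replicates also reaching 10%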
# SKKanGAS inh: blocks kanamycin growth of S. pyogenes SKKanGAS strain; BacTiter-Glo, 6 h; inhibition, % at 7.5 µM; 300,000 compounds, 1.3% hits;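 active = mean replicate score, as percent of positive control median, at least 50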;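 note: strain carries kanamycin resistance gene driven by streptokinase promoter and grows in 40 µg/ml kanamycin; loss of luminescence reflects streptokinase promoter inhibition or plain growth inhibition; 0% = median of DMSO wells and 100% = positive control at its reference dose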
# RGS4 inh: inhibitors of human RGS4; P49798; HEK293 M3R/RGS4 inducible, Fluo-4 calcium flux; stronger effect = higher value; triggered by carbachol at its EC20; B-score at 10 µM; 310,000 compounds, 0.45% hits;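 active = B-score, a plate-corrected calcium signal, over three deviations above library mean, with baseline fluorescence within five deviations of library mean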;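 note: RGS4 expression induced by doxycycline in cells with stable M3 receptor; B-score is computed from the integrated fluorescence ratio over baseline after carbachol; higher B-score means a larger calcium signal and so more RGS4 inhibition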
# Target sequence (P49798 whole entry, looked up): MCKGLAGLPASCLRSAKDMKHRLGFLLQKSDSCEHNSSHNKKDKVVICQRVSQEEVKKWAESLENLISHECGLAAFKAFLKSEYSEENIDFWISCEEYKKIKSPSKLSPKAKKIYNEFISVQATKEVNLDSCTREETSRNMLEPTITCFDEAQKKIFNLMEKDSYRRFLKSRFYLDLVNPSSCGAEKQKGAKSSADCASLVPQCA
# * marks the source's active call; other numbers are inactive results; i = inactive; / = not tested or not shown.
molecule	MrgX1 agonist	Platelet DG rel	TRPC6 inhibitor	RGS4 pot	MrgX1 antagonist	MrgX1 PAM	TRPC6 act	TRPC4 inh	HIF act	SKKanGAS inh	RGS4 inh
NC(=O)c1cc(S(=O)(=O)NCc2cccc(Br)c2)cs1	i	-5	i	i	i	i	i	i	/	-7	i
CCOc1ccc(N2CC(C(=O)Nc3ccccn3)CC2=O)cc1 (stereo not drawn)	i	0	i	i	i	i	i	i	0.6	-4	i
Cc1c(NC(=O)C(C)OC(=O)C(NC(=O)c2ccco2)C(C)C)c(=O)n(-c2ccccc2)n1C (stereo not drawn)	i	1	i	i	i	i	i	i	0.0	-4	i
COc1ccc(NC(=O)NCCc2cccc(Cl)c2)cc1OC	i	0	i	i	i	i	i	i	0.6	-9	i
CCCOC(=O)C1NC(=O)N2C(C(=O)OCCC)C(C)(C)S[C@H]12 (stereo partly drawn)	i	1	i	i	i	i	i	i	-0.3	1	i
COc1cc(/C(C)=N/N2CCN(Cc3ccc(C)cc3)CC2)ccc1O	i	-6	i	i	i	i	i	i	-0.1	-4	i
COc1ccccc1N1C(=O)C2C(C(=O)c3ccccc3)=NN(c3ccc(C)cc3)C2C1=O (stereo not drawn)	i	-17	i	i	i	i	i	i	-0.2	19	i
c1ccc2c(c1)[nH]c1ccccc12	i	1	i	i	i	i	i	i	0.0	4	i
Cc1ccc(N2CC(C(=O)OCc3nc(N)nc(Nc4ccccc4C)n3)CC2=O)cc1 (stereo not drawn)	i	6	i	i	i	i	i	i	0.0	-3	i
O=C(NCCCn1ccnc1)c1nc(Cn2cc(Br)cn2)no1	i	4	i	i	i	i	i	i	-0.4	-5	i
Cc1ccc(S(=O)(=O)N2CCCOC2CNC(=O)C(=O)NC2CCCC2)cc1 (stereo not drawn)	i	-5	i	i	i	i	i	i	0.2	2	i
O=C1NCC(O)=C1C=Nc1ccccc1O	i	-5	i	i	i	i	i	i	-0.2	-6	i
CCOC(=O)CSc1nc2sc3c(c2c(=O)n1-c1ccc(OCC)cc1)CCN(C)C3	i	2	i	i	i	i	i	i	-3.5	10	i
COc1cc(OC)cc(C(=O)NC(=S)NNC(=O)c2cnccn2)c1	i	-4	i	i	i	i	i	i	-0.4	35	i
Cc1sc2ncnc(SCC(=O)NC3CC3)c2c1C	i	7	i	i	i	i	i	/	-0.2	-2	i
CCCN1CCN(C(=S)Nc2ccc(S(N)(=O)=O)cc2)CC1	i	0	i	i	i	i	i	i	0.2	4	i
COC(=O)c1cc(COC(=O)c2nc3nccc(C)n3n2)oc1C	i	-11	i	i	i	i	i	i	-0.2	1	i
Cn1c(N)c(C(=O)Nc2ccc(-c3ccccc3)cc2)sc1=S	i	-38	i	i	i	i	i	i	-0.4	13	i
CCN(CCCNC(=O)CCc1nc(-c2ccc(OC)cc2)no1)c1cccc(C)c1	i	-4	i	i	i	i	i	i	143*	2	i
Nc1ccc(-c2c3ccccc3nc3ccccc23)cc1	i	13	i	i	i	i	i	i	1.2	1	i
CSc1cccc(CN2CCCC(CNC(=O)c3ccco3)C2)c1 (stereo not drawn)	i	1	i	i	i	i	i	i	0.2	-2	i
CCn1c(C)c(C)c2cc(C(=O)N3CCCC3)ccc21	i	-1	i	i	i	i	i	i	0.1	-7	i
CCOC(=O)N1CC=C2C(C#N)=C(N)C(C#N)(C#N)[C@H](c3ccccc3OCC)[C@H]2C1	i	2	i	i	i	i	i	/	0.1	-2	i
COc1ccc(C(=O)CCC(=O)NCc2cc(OC)cc(OC)c2)cc1	i	4	i	i	i	i	i	i	-0.2	-4	i
COCCCn1c(SCC(=O)Nc2ccc(C(C)=O)cc2)nc2ccccc2c1=O	i	2	i	i	i	i	i	i	1.5	-9	i
O=C(CCN1C(=O)/C(=C/c2ccccc2)SC1=S)N[C@@H](CO)Cc1ccccc1	i	10	i	i	i	i	i	i	-0.1	-2	i
COCCCn1c(=O)c2sccc2n2c(CCCC(=O)NCc3ccc(OC)cc3)nnc12	i	4	i	i	i	i	i	i	0.5	-10	i
C=CCOCC(O)Cn1c(N2CCCC2)nc2c1c(=O)n(C)c(=O)n2C (stereo not drawn)	i	1	i	i	i	i	i	i	-0.5	-1	i
CCSc1nc(-c2cccnc2)ccc1C#N	i	1	i	i	i	i	i	i	0.0	-6	i
Cc1c(S(=O)(=O)NCCc2ccccc2)c(=O)n(C)c(=O)n1C	i	3	i	i	i	i	i	i	-0.2	1	i
CC(C)c1ccc(/C=C2\C(=O)N(CCN3CCOCC3)C(=S)N2C)cc1	i	-1	i	i	i	i	i	i	-0.3	-5	i
COCc1cc(SC2CCCCC2)nc(C)n1	i	0	i	i	i	15*	i	i	0.6	-4	i
Cc1nnc(N2C(=O)C(=O)/C(=C(/O)c3ccc4c(c3)OCCO4)C2c2ccc([N+](=O)[O-])cc2)s1 (stereo not drawn)	i	18	i	i	i	i	i	i	0.6	16	i
COc1ccc(C(=O)NC(=S)Nc2cccc(Cl)c2N2CCOCC2)cc1[N+](=O)[O-]	i	1	i	i	i	i	i	i	1.2	12	i
CCOc1cc2[nH]c(=S)n(CCC(=O)NCc3ccc(OC)cc3)c(=O)c2cc1OCC	i	-5	i	i	i	i	i	i	-0.5	5	i
O=C(NCCC(=O)N1CCOCCOCCOCCOCC1)OCc1ccccc1	i	1	i	i	i	i	i	i	-0.1	-3	i
O=C(CSCc1ccccc1Cl)Nc1ccc2c(c1)OCCO2	i	1	i	i	i	i	i	i	1.5	2	i
CC(OC(=O)c1cccs1)C(=O)NCc1cccs1 (stereo not drawn)	i	3	i	i	i	i	i	i	-0.6	0	i
O=C(CCCn1c(=O)oc2ccccc21)NC1CCCCCC1	i	-28	i	i	i	i	i	i	-26	-9	i
Cc1nn(CCOc2ccccc2)c(=O)n1-c1ccccc1F	i	-17	i	i	i	i	i	i	0.6	-10	i
CCN1CCCC1CNCC(O)COc1ccc(C(C)(C)C)cc1C (stereo not drawn)	i	-6	i	i	i	i	i	i	-0.3	-1	i
NS(=O)(=O)c1cccc(NC(=O)CSc2nnc(C3CC3)n2Cc2ccccc2)c1	i	-2	i	i	i	i	i	i	0.0	5	i
C=CCNC(=O)CSc1cc([N+](=O)[O-])cc(S(=O)(=O)Cc2ccccc2)c1	i	1	i	i	i	i	i	i	-0.1	9	i
COc1ccc(C(=O)NC2=NCCS2)cc1	i	3	i	i	i	i	i	i	2.4	-1	i
Cc1ccc(C)c(S(=O)(=O)N2CCN(C(=O)Cc3ccccc3)CC2)c1	i	-8	i	i	i	i	i	i	0.0	6	i
CCc1ccc(NC(=O)c2noc3c2CCc2ccccc2-3)cc1	i	2	i	i	i	i	i	i	4.0	1	i
O=C(Cn1cnc2ccccc21)N/N=C/c1ccccc1[N+](=O)[O-]	i	2	i	i	i	i	i	i	-0.5	-1	i
CCc1ccc(CN2CCC(n3nccc3NC(=O)c3ccccc3)CC2)o1	i	-11	i	i	i	i	i	i	-0.1	1	i
O=C(CNC(=O)c1ccccc1F)NC1CCN(Cc2ccccc2)CC1	i	8	i	i	i	i	i	i	0.2	-16	i
Cc1ccc(S(=O)(=O)N(C)C)cc1NS(=O)(=O)c1ccc(Cl)s1	i	-3	i	i	i	i	i	i	0.1	-1	i
CCn1c(C)nc2cc(S(=O)(=O)C(F)F)ccc21	i	1	i	i	i	i	i	i	-0.2	4	i
COC(=O)c1ccccc1OCCCN(C)C	i	8	i	i	i	i	i	i	0.9	-5	i
O=C(COC(=O)c1ccccc1F)Nc1cccnc1Cl	i	1	i	i	i	i	i	i	-0.1	2	i
CCOC(=O)C1CCCN(C(=O)c2ccc(CNc3c(N4CCC(C)CC4)c(=O)c3=O)cc2)C1 (stereo not drawn)	i	-34	i	i	i	i	i	i	0.1	2	i
Cc1ccc(NC(=O)c2ccc(CNc3c(N4CCOCC4)c(=O)c3=O)cc2)cc1	i	-9	i	i	i	i	i	i	0.2	-2	i
COc1ccc(CCNC(=O)c2cc(-c3cccs3)on2)cc1OC	i	0	i	i	i	i	i	i	16*	0	i
CCOC(=O)c1cc2c(=O)n3ccccc3nc2n(CCOC)c1=NC(=O)c1ccncc1	i	1	i	i	i	i	i	i	-0.5	12	i
CN1CCN(c2nc(-c3ccccc3)ncc2S(C)(=O)=O)CC1	i	3	i	i	i	i	i	i	0.5	5	i
CC(=O)Nc1cccc(OCC(O)Cn2cnc3ccccc32)c1 (stereo not drawn)	i	2	i	i	i	i	i	i	-0.4	-2	i
Cc1sc(NC(=O)CSc2nnnn2C)c(C#N)c1C	i	-6	i	i	i	i	i	i	-0.8	-15	i

# Going on with the list.
molecule	MrgX1 agonist	Platelet DG rel	TRPC6 inhibitor	RGS4 pot	MrgX1 antagonist	MrgX1 PAM	TRPC6 act	TRPC4 inh	HIF act	SKKanGAS inh	RGS4 inh
Cc1cc(C)c(S(=O)(=O)N2CCOC2CNC(=O)C(=O)NCc2ccncc2)c(C)c1 (stereo not drawn)	i	-10	i	i	i	i	i	i	0.0	-12	i
COc1ccc(CCN2C(=O)C(Oc3ccccc3C)C2c2ccc3c(c2)OCO3)cc1OC (stereo not drawn)	i	-20	i	i	i	i	i	i	-0.2	-6	i
CCc1nn(C(CC)C(=O)NCc2cccs2)c(=O)c2cc3occc3n12 (stereo not drawn)	i	4	i	i	i	i	i	i	0.0	4	i
CC(C)Oc1ccc(C(=O)Nc2ccc([N+](=O)[O-])cc2)cc1	i	25	i	i	i	i	i	i	2.9	2	i
CSc1ncccc1C(=O)OCC(=O)N(CC(C)C)c1c(N)n(Cc2ccccc2)c(=O)[nH]c1=O	i	-7	i	i	i	i	i	i	-1.0	12	i
COc1cc(NC(=O)c2ccco2)ccc1NC(=O)C(C)C	i	-9	i	i	i	i	i	i	0.6	-14	i
CCNC(=S)NC1CC2CCCC(C1)N2CCc1ccccc1 (stereo not drawn)	i	-2	i	i	i	i	i	i	0.5	-1	i
